Screening data as filed in PubChem BioAssay.
ZTA DNA inh: counter-screen for EBNA-1 inhibitors: inhibitors of Epstein-Barr virus ZTA. P03206. ZTA-DNA binding, fluorescence polarization. inhibition, % at 11 µM. 320,000 tested, 0.15% active. AID 2234; in the data active means inhibition above about 33%
proCasp7 act: counter-screen: procaspase-7 (human) activation | P55210 | 330,000 tested, 0.093% active | activation, % at 8.5 µM | recombinant procaspase-7, Ac-DEVD-pNA absorbance 405 nm; D23A/D198A/D206A triple mutant, cannot self-cleave; scale: DMSO 0, 5 µM enzyme 100;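 active means percent activation above the screen-wide mean plus 3 SD, cut at about 25% in these data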
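Assay system: Uncleavable procaspase-7 mutant enzyme / Input: 2 µM procaspase-7 mutant as dispensed / Dosing: single nominal 8.5 µM compound dose, 0.8% DMSO final / Timing: 1 h enzyme–compound preincubation and 2 h substrate reaction, both 25 °C / Detection: p-Nitroaniline absorbance at 405 nm, read at 0 and 120 min / Replication: singlicate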
LAP4-GFP MLPCN: alters LAP4-GFP fluorescence in TOR pathway yeast screen; S. cerevisiae LAP4-GFP multiplex, flow cytometry GFP, 3 h; median GFP as percent of DMSO wells; 320,000 tested, 0.34% active; AID 2023; GFP response vs DMSO, % at 10 µM;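 active means GFP response vs DMSO above a set limit, about the screen mean plus 3 SD, cut at about 150% in these data; inconclusive means under 70 cell events counted for the yeast strain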
MEP2-GFP yeast: yeast TOR pathway MEP2-GFP modulation; S. cerevisiae MEP2-GFP strain, flow cytometry GFP, 3 h; 100% = DMSO control level; GFP response vs DMSO, % at 10 µM; 330,000 tested, 0.51% active;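 active means GFP response versus DMSO above a set limit, roughly screen mean plus 3 SD, cut at about 180% in these data; inconclusive means fewer than 70 cells counted for a yeast strain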;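 further: median GFP fluorescence of the barcode-gated MEP2-GFP cells per well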
EBNA-1 inh: blocks EBNA-1 binding to DNA; inhibition, % at 14.8 µM; 300,000 tested, 0.34% active; EBNA-1 DNA binding, fluorescence polarization; in the data active means inhibition above about 28%
AHR act: activates the human aryl hydrocarbon receptor; P35869; AHR-responsive luciferase reporter cells, luminescence; activation, % at 5 µM; 320,000 tested, 2.5% active; AID 2796; in the data active means activation above about 47%;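 further: 0% = vehicle wells and 100% = reference agonist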
proCasp3 act: procaspase-3 (human) activation. 330,000 tested, 0.11% active. recombinant procaspase-3 D3A, Ac-DEVD-pNA absorbance 405 nm. AID 463141. P42574. activation, % at 8.5 µM;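 active means activation above the mean of all tested compounds plus 3 SD, cut at about 21% in these data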;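 further: 0% = DMSO alone and 100% = DMSO wells spiked with extra 5 µM PC-3 D3A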
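Test system: Procaspase-3 D3A mutant, all three cleavage aspartates alanine | Dosing: Single dose, 8.5 µM nominal compound, 0.8% DMSO | Schedule: 1 h preincubation, 2 h reaction | Technique: 405 nm absorbance of p-nitroaniline, reads at 0 and 120 min | Repeats: One well per compound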
RPL19A TOR yeast: yeast TOR pathway RPL19A-GFP modulation; 330,000 tested, 0.3% active; S. cerevisiae RPL19A-GFP strain, flow cytometry, 3 h; active compounds read low; percent response vs DMSO, % at 10 µM;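 active means percent response vs DMSO below 50%; inconclusive means fewer than 70 events counted for the yeast strain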;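 further: median channel GFP fluorescence of the barcoded RPL19A-GFP strain; ratio of sample median GFP to plate DMSO average so 100% = DMSO; lower means less RPL19A-GFP as with rapamycin TOR inhibition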
* hit, by the source's call; u = inconclusive; x = no result given. Random draw from the library; any-hit rate near 3.8%.

canonical_smiles	proCasp3 act	RPL19A TOR yeast	MEP2-GFP yeast	LAP4-GFP MLPCN	EBNA-1 inh	AHR act	ZTA DNA inh	proCasp7 act
COc1ccc(C)cc1NC(=O)c1ccc(NS(=O)(=O)c2cccs2)cc1	11	106	102	92	-13	12	-2	6
CC1CCCN(C2=C(NS(=O)(=O)c3ccc(Cl)cc3)C(=O)c3ccccc3C2=O)C1 (stereo not given)	3	102	98	83	8	14	-6	3
C(=N\NCc1ccccc1)/c1ccc2ncccc2c1	-1	107	109	129	-10	13	-11	0
Cc1ccc(S(=O)(=O)Oc2ccccc2/C=C2\SC(=O)NC2=O)cc1	2	102	100	94	3	-1	8	5
O=S(=O)(Cc1ccccc1)Nc1ccc(Br)cn1	12	98	98	95	-7	-1	2	7
CC(=O)c1cccc(S(=O)(=O)N(CCCO)Cc2cc3ccc(C)cc3[nH]c2=O)c1	-6	94	96	97	7	2	-17	-4
N#C/C(=C/c1ccc(-c2ccccc2)o1)c1nc(-c2cccs2)cs1	5	96	130	115	7	54*	10	0
COC(=O)C1=C(C)C(c2ccc(OC)cc2)NC(=O)N1 (stereo not given)	5	108	104	88	2	1	-13	10
COc1ccccc1CNC(=O)COC(=O)c1cc(=O)c2ccccc2o1	5	96	94	92	x	3	x	4
CC(=O)c1cccc(S(=O)(=O)NC2CC2)c1	-5	102	107	98	-6	2	-4	-7
C=CCNS(=O)(=O)c1cccc(C(C)=O)c1	-2	92	87	78	-3	-1	-5	2
CCOC(=O)c1sc2nc(C)n(CC(=O)NCC3CCCO3)c(=O)c2c1C (stereo not given)	-6	u	u	u	6	-1	2	3
CCNC(=S)N1CCN(CCN=CC2=C(O)CC(C)(C)CC2=O)CC1	7	107	106	99	-1	-3	-7	6
COc1cccc(CN2CCN(C(=O)c3ccc(-c4ccccc4)cc3)CC2)c1OC	3	104	105	94	-2	4	-20	6
CN(C)c1nc2ccccc2n(C)c1=O	0	101	106	97	-4	-4	-21	-8
COc1ccc(Cl)cc1C(=O)CSc1nnnn1C1CCCCC1	-4	100	95	101	-3	37	-27	-4
CCCCC(=O)Nc1ncc([N+](=O)[O-])s1	-1	86	92	85	1	1	11	-3
Cc1nn(C)cc1[C@@H]1C[C@H]2CN(Cc3cccc(Cl)c3)C(=O)[C@]23CCCN13	-9	101	104	92	-18	0	5	0
O=C(O)CC/C(=N\Nc1ccc([N+](=O)[O-])cc1S(=O)(=O)N1CCOCC1)c1cccs1	-4	112	110	103	3	-3	6	-7
COc1ccc(/C=C/C(=O)Nc2cc(C(F)(F)F)ccc2Cl)cc1	2	100	103	106	7	39	12	9
COc1cc(C(=O)NCCC(=O)NCCc2ccc(Cl)cc2)cc(OC)c1OC	4	94	93	92	9	4	24	-1
COc1ccc2cc(CCl)c(Cl)nc2c1	3	98	95	99	-2	-1	13	6
O=C(CN1CCCCC1)NNC(=O)c1cccc(Br)c1	3	105	105	94	9	2	9	1
O=C1CCCC(O)=C1Sc1ccccc1C(=O)O	-3	109	116	104	-3	-1	15	-1
COc1ccc(CNC(=O)Nc2ccccc2)cc1	5	101	99	112	3	7	-3	8
CCNC(=O)C12CCC(C)(C(=O)O1)C2(C)C (stereo not given)	-6	115	104	113	-8	1	5	8
O=C1CCc2cc(S(=O)(=O)N3CCN(c4ccccc4)CC3)cc3c2N1CCC3	3	94	92	112	-1	0	4	3
C=CCCCOc1ccc(C(=O)O)cc1	5	111	106	128	2	0	4	1
O=C(Cc1ccc(Br)cc1)NCCN1CCOCC1	2	102	101	96	-12	5	12	4
CCc1cccc(NC(=O)C2CCCN2S(=O)(=O)c2ccc3c(c2)CC(C)N3C(C)=O)c1 (stereo not given)	0	98	99	105	-5	-1	5	6
CCC(=O)NC(=S)Nc1cccc(C(C)=O)c1	-17	97	96	96	-1	12	-5	0
Cc1ccc(C(=O)NC(=S)N2CCN(c3ccccc3F)CC2)cc1	-6	98	102	100	-6	2	-18	2
O=C(CSc1nnc2ccccn12)N1CCc2ccccc21	-1	115	113	107	3	21	-16	5
O=C(Nc1ccc(S(=O)(=O)N2CCc3ccccc32)cc1)C(F)(F)F	-2	105	103	89	-8	2	-16	12
COc1ccc2nc(NC(=O)CS(=O)(=O)c3ccc(C)cc3)sc2c1	5	98	106	94	-5	7	-3	3
N=C1/C(=C\c2ccc(SCc3ccccc3)o2)C(=O)N=C2SC(CC(=O)N3CCOCC3)=NN12	-2	97	109	110	1	5	-17	-16
Cc1cc(C)c2[nH]c(O)c(N=NC(=O)c3cc4c(s3)CCCC4)c2c1	-2	99	95	86	-6	30	1	-5
N#Cc1ccc(-c2csc(NC(=O)C3CC3)n2)cc1	3	96	101	109	-13	-10	4	-4
COc1ccc(/C(O)=C/c2nc3ccc(C(=O)NCCc4cccc(C)c4)cc3[nH]c2=O)cc1OC	3	112	111	93	-10	3	-3	-1
CCOC(=O)N1CCN(C(=O)CCSc2ccccc2)CC1	3	94	92	100	9	17	15	10
O=C(Nc1ccc(OC(F)(F)F)cc1)c1ccc(S(=O)(=O)N2CCOCC2)o1	9	95	97	100	-3	16	-3	6
O=c1[nH]nc(N2CCOCC2)c(=O)[nH]1	-3	108	107	104	0	0	10	16
O=C(CCc1ccccc1)Nc1ccnn1C1CCN(C/C=C/c2ccccc2)CC1	0	100	103	94	11	4	-6	5
C=CCNc1nc(NCCN2CCOCC2)nc(OC)n1	2	99	103	98	3	-1	0	5
COc1ccc2c(CC(=O)NCC3CCC(C(=O)O)CC3)cc(=O)oc2c1 (stereo not given)	6	92	90	89	-8	-1	5	-4
COc1ccc(NC(=O)N2CCN(C(=O)c3ccco3)CC2)c(OC)c1	2	98	94	96	4	0	10	-32
Cc1ccc(NC(=O)c2cc(-n3cnnc3)ccc2Cl)c(C)c1	0	98	98	90	1	7	9	8
O=C(Nc1ccccc1Cl)c1c(F)c(F)c(F)c(F)c1F	-2	103	110	98	-11	19	5	14
Cc1ccc(S(=O)(=O)NCc2ccc(C(=O)NCCCN3CCC(Cc4ccccc4)CC3)cc2)cc1	5	90	92	84	-2	3	18	2
Clc1cc(Cl)cc(C2=NCCC(c3ccccc3)O2)c1 (stereo not given)	2	102	95	119	-5	13	-4	2

(listing goes on)
canonical_smiles	proCasp3 act	RPL19A TOR yeast	MEP2-GFP yeast	LAP4-GFP MLPCN	EBNA-1 inh	AHR act	ZTA DNA inh	proCasp7 act
Clc1ccc(CNCc2cccs2)cc1Cl	0	91	94	84	1	0	0	1
Cc1oc(-c2ccccc2F)nc1CS(=O)(=O)CC(=O)N1CCc2ccccc21	-5	92	93	103	9	4	3	6
COc1ccc(C(C)NC(=O)c2ccccc2)cc1 (stereo not given)	-1	115	102	79	2	-1	-29	8
O=C(NNC(=O)C1CCN(C(=O)Nc2ccccc2)CC1)c1ccc(F)cc1	-3	98	99	99	x	0	-4	1
COc1ccc(OCCN2CCN(C(=O)c3ccc(OC(F)F)c(OC)c3)CC2)cc1	6	105	103	113	5	4	8	2
CC(C)(C)SCCNC(=O)c1ccc(NS(C)(=O)=O)cc1	-7	103	107	94	9	1	4	2
COCCCNC(=O)CCn1c(=O)c2ccccc2n(CC(=O)NCCc2ccc(OC)c(OC)c2)c1=O	7	97	97	117	-2	-1	-3	1
O=C(CSc1nnc(-c2ccccc2)n1Cc1ccco1)Nc1ccc(S(=O)(=O)N2CCCC2)cc1	-2	100	99	100	-3	0	8	-10
O=C(CSc1nc2ccccc2s1)Nn1cnnc1	5	88	93	86	-7	-1	0	2
CC(NC(=O)c1ccc(NC(=O)CC2SC(N3CCCC3)=NC2=O)cc1)c1ccccc1 (stereo not given)	1	97	105	110	x	1	-3	-7
CCc1ccc2[nH]c(=O)c(C(c3nnnn3CC3CCCO3)N3CCCc4ccccc43)cc2c1 (stereo not given)	-12	99	108	99	-5	1	-1	7
CCC1C(C#N)=C(SCC(N)=O)NC2=C1C(=O)CC(C)(C)C2 (stereo not given)	-3	99	97	113	5	-1	9	5
Cc1cccc(C)c1NC(=O)CS(=O)CC(=O)Nc1ccc(N2CCOCC2)cc1 (stereo not given)	-2	87	97	84	-6	1	-2	5
CCOC(=O)C1CCN(C(=O)CCC2CCCC2)CC1	-3	105	107	95	0	-2	-13	15
CNC(=O)NC(=O)C(C)Oc1ccccc1F (stereo not given)	2	95	91	96	5	3	5	5
CN(C)/C=N/c1nc(Sc2ccc(C(F)(F)F)cc2[N+](=O)[O-])n[nH]1	-2	96	96	100	-4	-1	-2	-7
CCOc1cc(C(=O)N(C)CC(=O)Nc2cccc(F)c2)ccc1OCC(=O)N1CCOCC1	0	102	105	112	1	1	5	1
Cc1cc(C)c(S(=O)(=O)N(C)Cc2cnn(C)c2)c(C)c1	4	96	96	107	-2	2	10	2
Cc1ccc(S(=O)(=O)N2CCN(C3CCN(Cc4ccccc4)CC3)CC2)cc1	-8	97	107	106	5	-1	-10	4
Cc1cccc(-n2c(C)nc3ccsc3c2=O)c1	2	104	99	108	-4	4	-8	6
O=C(NC1CCCc2ccccc21)c1ccccc1 (stereo not given)	-7	105	109	104	1	1	14	0
COc1ccc(CNCC(O)(c2ccc(Cl)cc2)c2ccc(Cl)cc2)cc1	4	103	103	104	4	1	20	2
CCOc1cc(S(=O)(=O)Nc2ccc(Cl)cn2)ccc1Cl	3	95	82	80	-3	5	10	2
COc1ccccc1NC(=O)NS(=O)(=O)c1ccc(C)cc1	-4	100	125	104	-1	5	-1	-9
COc1cccc(-n2c(N)c(C(=O)Nc3c(C)n(C)n(-c4ccccc4)c3=O)c3nc4ccccc4nc32)c1	-12	102	113	109	-1	1	-1	7
Cc1ccc(Oc2ccc(C=O)cn2)cc1	0	100	95	99	12	1	13	-4
N#C/C(=C\c1cccnc1)C(=O)Nc1ccc(C(=O)O)cc1	1	94	96	96	3	2	-1	6
NC(=O)CSc1oc(-c2ccco2)nc1S(=O)(=O)c1ccccc1	-6	108	93	96	-6	2	5	-10
COC(=O)c1sc(S(=O)(=O)NCC(=O)O)c(C(=O)OC)c1C	4	103	105	97	1	-2	7	19
COCCn1ccc2c(OCC(=O)NCc3ccccc3)cccc2c1=O	5	91	94	94	-6	0	8	6
CC1CN(Cc2ccc(C#N)cc2Cl)CC(C)O1 (stereo not given)	-7	98	110	100	1	1	9	2
CC(C)(C)SCCNC(=O)/C=C/c1ccc(F)cc1	4	93	106	94	14	13	8	-9
CC(C)C(=O)Nc1ccc2c3c(cccc13)CC2	8	99	99	93	12	1	-3	1

2 of the compounds above, field by field:
> NC(=O)CSc1oc(-c2ccco2)nc1S(=O)(=O)c1ccccc1
- proCasp3 act = -6
- RPL19A TOR yeast = 108
- MEP2-GFP yeast = 93
- LAP4-GFP MLPCN = 96
- EBNA-1 inh = -6
- AHR act = 2
- ZTA DNA inh = 5
- proCasp7 act = -10
> CCc1cccc(NC(=O)C2CCCN2S(=O)(=O)c2ccc3c(c2)CC(C)N3C(C)=O)c1 (stereo not given)
- proCasp3 act = 0
- RPL19A TOR yeast = 98
- MEP2-GFP yeast = 99
- LAP4-GFP MLPCN = 105
- EBNA-1 inh = -5
- AHR act = -1
- ZTA DNA inh = 5
- proCasp7 act = 6
